# Assay outcomes: PubChem BioAssay, National Center for Advancing Translational Sciences (NCATS)
# GCN5L2 inh – GCN5L2 (KAT2A) acetyltransferase inhibition. GCN5L2 HAT assay, ThioGlo1 CoA-SH fluorescence. Potency, µM (titrated, usually from 58.9 µM), for inactives: at the highest dose activity change, negative = inhibition, actives largely listed as inhibitors. 0.21% of 390,000 active
#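 Preincubate 20nM GCN5L2 with compound 15 min, RT → add 50uM ThioGlo1 + 75uM H3(1-25) + 70uM acetyl-CoA → read fluorescence 0 and 20 min. Primary qHTS; fluorescent artifacts likely.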
# FEN1 inhibitor – blocks human flap endonuclease 1; P39748; Recombinant FEN1 flap cleavage, fluorescence, 15 min; Potency, µM (top dose mostly 114 µM), without a hit: at the top dose activity change, negative = inhibition, most hits filed as inhibitors; 0.35% of 390,000 active; also: nearly all actives have a fitted effect of over 65% in size
# Target sequence (P39748 whole entry, looked up): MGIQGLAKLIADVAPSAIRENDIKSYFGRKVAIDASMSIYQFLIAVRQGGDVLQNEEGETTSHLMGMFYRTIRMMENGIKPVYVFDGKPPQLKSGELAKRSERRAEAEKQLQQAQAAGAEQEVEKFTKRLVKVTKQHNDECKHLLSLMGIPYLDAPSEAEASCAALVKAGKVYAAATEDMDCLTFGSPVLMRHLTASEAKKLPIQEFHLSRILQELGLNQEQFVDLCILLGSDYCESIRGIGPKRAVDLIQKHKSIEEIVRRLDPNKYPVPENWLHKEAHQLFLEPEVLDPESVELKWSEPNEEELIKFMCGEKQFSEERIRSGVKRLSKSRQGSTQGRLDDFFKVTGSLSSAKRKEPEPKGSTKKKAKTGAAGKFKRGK
#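 FEN1 at 10 nM, compound pretreatment for 15 min (room temperature), 50 nM final substrate to initiate; endpoint reads at 0 and 15 min; DMSO-only plates used as vehicle background.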
# TDP1 cell CPT – DT40-hTDP1 cell growth loss with CPT. chicken DT40 Tdp1-/-;hTDP1 cells + 20 nM CPT, ATP luminescence, 48 h. Potency, µM (highest dose often 46.2 µM), without a hit: at the highest dose activity change, negative = growth inhibition, most hits filed as inhibitors. AID 686979. 12% of 420,000 active; also: nearly all actives have a fitted effect of over 55% in size
#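 Chicken DT40 Tdp1-/- cells stably complemented with human TDP1 were seeded at 400 cells/well in medium containing 20 nM camptothecin, exposed to pin-transferred compounds, and grown at 37 °C for at least 48 hr. Viability was read as ATP luminescence.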
# An asterisk follows results filed as active; u = inconclusive; x = not tested or not shown; & = joins results of further samples; [ ] = remark or other dose. Calls follow the shape of the dose curve; as a rule, active = well fitted curve in the direction sought with a large enough effect; inconclusive = small, poorly fitted or top-dose-only effect, or another doubt; inactive = no such curve, though single readings can be large; an effect the other way counts as inactive or inconclusive. % is scaled to controls: 0 for no effect and ±100 for the full control effect; potency is read from the fitted curve at half-maximal effect. Not all compounds are listed; the hit share may differ from the screen's.
# Preview (2 entries):
molecule	FEN1 inhibitor	TDP1 cell CPT	GCN5L2 inh
Cc1cccc(OCC(=O)Nc2ccc3c(c2)nc(CCNC(=O)c2ccco2)n3C)c1	9%	23µM*	0%
O=C(NNC(=S)NC(=O)c1cccnc1)c1ccccc1	-1%	u	-13%

# The list itself, repeating the preview:
molecule	FEN1 inhibitor	TDP1 cell CPT	GCN5L2 inh
Cc1cccc(OCC(=O)Nc2ccc3c(c2)nc(CCNC(=O)c2ccco2)n3C)c1	9%	23µM*	0%
O=C(NNC(=S)NC(=O)c1cccnc1)c1ccccc1	-1%	u	-13%
CCOc1ccc(CNc2ccc(N3CCN(Cc4ccccc4)CC3)cc2)cc1	9%	u	-9%
CCN(CC)S(=O)(=O)c1ccc(Cl)c(C(=O)NC2CCCC2)c1	-9%	u	5%
Cc1cccc(CCNC(=O)c2cc(S(=O)(=O)N3CCOCC3)cn2C)c1	-7%	3%	-8%
CC1CC1c1ccc(/C=C(\C#N)C(=O)Nc2ccccc2Cl)o1 (stereo unspecified)	-5%	-21%	-5%
CCN1CCN(C(=O)c2ccc3c(=O)n(Cc4ccccc4OC)c(=S)[nH]c3c2)CC1	5%	-16%	1%
CCCCC(=O)Nc1cc2nn(-c3ccc(OC)cc3)nc2cc1C	2%	-27%	-5%
O=C(CNC1C(=O)Nc2ccccc21)Sc1ccccc1 (stereo unspecified)	-14%	-21%	-6%
CCOC(=O)N1CCN(C(=O)c2ccc(Oc3ccc([N+](=O)[O-])cc3)cc2)CC1	2%	16µM*	0%
CCc1cc(-c2n[nH]c(=S)n2Cc2ccccc2)cs1	-10%	9%	-7%
Cn1c(=S)n(CCC(=O)O)c2ccccc21	-9%	7%	-6%
CCn1c(NCc2ccc3c(c2)OCO3)nc2ccccc21	5%	-30%	-14%
NC(=O)c1ccc(-c2noc(-c3cccc(Cl)c3)n2)cc1	-3%	x	-6%
CC(C)(C)Nc1nc(SCC(=O)Nc2ccccc2)nc(N2CCOCC2)n1	-13%	u	-2%
COCCN1CC(C(=O)NCc2ccccc2-n2ccnc2C)CCC1=O (stereo unspecified)	4%	-2%	-5%
COc1cccc(OC)c1C(=O)NCCc1ccccc1	11%	-3%	x
COc1cccc(/C=N/NC(=O)C(=O)N/N=C/c2cccc(OC)c2O)c1O	-2%	1µM*	-1%
COc1cc(OC)c(NC(=O)COCc2cc(-c3cccs3)on2)cc1Cl	4%	-15%	-2%
CCN(CC)S(=O)(=O)c1ccc(C(=O)NCC2(N3CCOCC3)CCCCC2)cc1	0%	u	-3%
Cn1nnnc1SCc1nc2ccccc2[nH]1	-3%	8%	-5%
O=C(NNS(=O)(=O)c1ccc(F)cc1F)c1csc(-c2cccnc2)n1	-1%	-3%	-6%
CCCCC/C=C\C/C=C\CCCCCCCC(=O)O[C@@H](CO)COC(=O)CCCCCCCCCCCCCCCCC	x	0%[4.12 µM]	41%&-2%[activator]
O=C(Nc1nc2ccc(F)cc2s1)C1CC(=O)N(c2ccc3c(c2)OCCO3)C1 (stereo unspecified)	-8%	2%	-9%
COc1ccc(-n2nc(C(=O)N3CCN(c4ccc(F)cc4)CC3)c3ccccc3c2=O)c(OC)c1	-12%	u	4%
O=C(CSc1nnc(-c2cccnc2)n1Cc1ccco1)c1ccc(Br)cc1	-9%	-35%	1%
O=C(Cc1coc2cc3c(cc12)CCC3)OCC(=O)N1CCCC1=O	8%	2%	-5%
CCN(CC)CCNC(=O)Cc1nn(CC)c(=O)c2ccccc12	-12%	1%	-2%
Cc1cc2cc(CNC(=O)C3CC3)ccc2n1C	-11%	-5%	-11%
CCN(CC)S(=O)(=O)c1cccc(NC2=NCC(C)S2)c1 (stereo unspecified)	-9%	-23%	-6%
COc1cc(OC)c(NC(c2nnc(-c3ccccc3)o2)c2ccc(F)cc2Cl)cc1Cl (stereo unspecified)	1%	u	-2%
O=C(NCc1ccccc1)NC1(C(=O)N2CCN(c3ccccc3)CC2)CCCCC1	-3%	-1%	3%
CCCCn1c(=O)c2c(O)cc(=O)oc2c2ccccc21	-19%	-2%	2%
O=C(NCc1cccc(C(F)(F)F)c1)c1ccc2c(c1)OCO2	-13%	20%	-25%
COCCNC(=S)N/N=C(\C)c1ccccc1F	7%	u	-10%
O=C(Nc1nc2ccccc2s1)c1ccc(N2CCCCC2)c([N+](=O)[O-])c1	8%	23µM*	-9%
COCCCn1c(=N)c(C(=O)NCc2ccco2)cc2c(=O)n3ccccc3nc21	-8%	-1%	-1%
Cc1ccc2oc(=O)n(CC(=O)OC(C)C)c2c1	3%	-9%	-4%
CCCCNC(=O)CSc1c2c(nc3ccc(Cl)cc13)CCCC2	-7%	u	1%
CCC(=O)N1CCc2cc(S(=O)(=O)CCC(=O)Nc3ccc(OC(F)(F)F)cc3)ccc21	13%	23µM*	-4%
Cc1ccc(CN2CCC(Oc3cccc(C(=O)NCc4cccnc4)c3)CC2)o1	20%	u	-11%
CN1CCN(C(=O)C2=C[C@@H](C3CCCCC3)C[C@@H](OCc3ccc(CO)cc3)O2)CC1	3%	u	2%
O=c1oc2ccccc2n1Cc1ccccc1Cl	16%	-9%	-14%
Cc1ccc(NC(=O)C2CCCCC2C(=O)O)cc1C (stereo unspecified)	26%	0%	1%
S=C(NCc1cccc(Cl)c1)NCc1ccco1	-5%	-10%	2%
COC(=O)c1ccccc1NC(=O)NN1CCN(C)CC1	-3%	-12%	u
Cc1ccc(-c2cc(C(=O)Nc3ccc(S(=O)(=O)Nc4onc(C)c4C)cc3)c3ccccc3n2)cc1	5%	17%	u
CCC(C)NC(=O)CN1c2cccc3cccc(c23)S1(=O)=O (stereo unspecified)	-14%	-26%	1%
CC1=NN(c2ccccc2)C(=O)/C1=C\C=C\c1ccccc1	u	4.6µM*	u
CCOC(=O)NC(=O)CSc1ccc(S(=O)(=O)N2CCCCC2)cn1	1%	-11%	2%

# Further entries follow.
molecule	FEN1 inhibitor	TDP1 cell CPT	GCN5L2 inh
CCN1CCN(C(C)C(=O)Nc2c(C)n(C)n(-c3ccccc3)c2=O)CC1 (stereo unspecified)	0%	-1%	-5%
COc1ccc(-c2csc3ncnc(N4CCN(c5ccccc5Cl)CC4)c23)cc1	4%	u	-5%
COC(=O)COc1ccc(S(=O)(=O)N2CCN(c3ccccc3F)CC2)cc1C	-7%	0%	-10%
O=C(Nc1nnc(Cc2ccccc2)s1)C1CCN(C(=O)c2cccs2)CC1	-12%	u	x
O=C(NCCCCc1ccccc1)c1cccc(NC(=O)C2CCC2)c1	2%	-6%	x
CNc1nc(C)c(C(C)(C)C)s1	-5%	1%	0%
CCC(c1nnnn1C(C)(C)CC)N(CCCO)Cc1cc2cccc(C)c2[nH]c1=O (stereo unspecified)	3%	-16%	-2%
COc1ccccc1CNC(=O)Cn1cnnn1	1%	-2%	0%
CC1c2nc3ccccc3n2C(CC(=O)NCCCN2CCOCC2)C(=O)N1Cc1ccccc1 (stereo unspecified)	-12%	-10%	0%
CC(C)(C)C(=O)Oc1cc(N)n(S(=O)(=O)c2ccc(F)cc2)n1	-8%	-17%	27%
CCOc1ccc2nc(SCC(=O)NCC3CCCO3)c(C#N)cc2c1 (stereo unspecified)	-8%	u	1%
COc1cc2c3c(c1OC)C1(C=CC(=O)C=C1)CC3N(C(C)=O)CC2 (stereo unspecified)	3%	3%	2%
CCN(CC)C1CCN(C(=O)c2cc(COc3ccccc3SC)on2)C1 (stereo unspecified)	-4%	-12%	-1%
Cc1c(Cl)ccc2sc(N3CCN(C(=O)CS(=O)(=O)c4ccccc4)CC3)nc12	-4%	6.5µM*	-10%
CCN(C(=O)CN1CCN(c2ccccc2)CC1)c1c(N)n(Cc2ccccc2)c(=O)[nH]c1=O	-6%	5%	-4%
COc1cc(NC(=O)c2csc3c2CCCC3)ncn1	-18%	-11%	u
O=C(CNC(=O)OCc1ccccc1)Oc1cc2oc(=O)cc(-c3ccccc3)c2cc1Cl	5%	u	-5%
CC(=O)Nc1ccc(S(=O)(=O)Nc2nc3ccccc3nc2Nc2ccccc2)cc1	-3%	5%	-6%
Cc1ccc(OCC(O)CN2CCN(Cc3ccc4c(c3)OCO4)CC2)c(C)c1 (stereo unspecified)	-2%&-14%	u	-2%
CC(Cl)C(=O)c1c[nH]c2ccccc12 (stereo unspecified)	-3%	22%	-6%
COc1ccc(-c2oc3ncnc(N)c3c2-c2ccccc2)cc1	-11%	-22%	1%
CCN(CC)c1nn2c(=O)c(C(=O)NCCc3ccccc3C)cnc2s1	11%	16µM*	-4%
C=CCN1C(=O)C(Cc2cccc(Cl)c2)SC1=Nc1ccc(C(=O)O)cc1 (stereo unspecified)	16%	-4%	-13%
O=c1c2ccccc2n(Cc2c(F)cccc2Cl)c(=O)n1CCc1ccccc1	21%	-17%	-1%
CC(CCc1ccco1)NC(=O)CCc1nnc2ccc(NCc3ccccc3)nn12 (stereo unspecified)	0%	-9%	-2%
CCc1cccc2c(=O)c(C(=O)N3CCCCCC3)c[nH]c12	-2%	-2%	-2%
Cc1ccc(S(=O)(=O)NCCCCCC(=O)NC(C)(C)CO)cc1	-2%	-1%	-10%
CCN1CCC(N(Cc2ccc3c(c2)OCO3)C(=O)Nc2cc(F)ccc2F)CC1	17%	-28%	-2%
CCCc1ccc(C(=O)NNc2cccc(C)c2)cc1	-20%	-18%	-22%
COCC(=O)NC1CCN(C(=O)Nc2ccc(Br)cc2)CC1	-4%	-4%	-4%
Cc1ccc(NS(=O)(=O)c2ccc3c(c2)NC(=O)CCS3)c(Br)c1	-6%&17%	u	-4%&-1%
O=C(Nc1cc(Br)ccc1O)c1cc(-c2ccccc2)on1	-4%	-11%	-4%
Nc1nc(SCc2ccccc2[N+](=O)[O-])c2ncn(Cc3ccccc3)c2n1	-11%	u	x
NS(=O)(=O)c1ccc(NC(=S)NC2CCCCC2)cc1	-14%	-12%	0%
COc1ccc(CC(=O)Nc2ccc(S(=O)(=O)N3CCN(C)CC3)cc2)cc1	21%	-4%	-4%
Cc1ccccc1OCCN1C(=O)c2ccccc2C1=O	-1%	-13%	-3%
CCn1cc(S(=O)(=O)N2CCN(Cc3ccc(F)cc3)CC2)cn1	4%	7%	-4%
CC(C)CNc1nc(=S)nc(N(C)C)[nH]1	15%	u	1%
CCOc1cc(C#N)c(NC(=O)c2ccc(OC)c(S(=O)(=O)N3CCN(c4ccccc4)CC3)c2)cc1OCC	10%	u	-8%
Cc1ccc2nc(-c3ccccc3)cc(C(=O)N3CCN(S(=O)(=O)c4c(C)noc4C)CC3)c2c1	-5%	u	-4%

# Pulled by structure from the list above, 3 records:
molecule	FEN1 inhibitor	TDP1 cell CPT	GCN5L2 inh
CCOc1cc(C#N)c(NC(=O)c2ccc(OC)c(S(=O)(=O)N3CCN(c4ccccc4)CC3)c2)cc1OCC	10%	u	-8%
CCn1cc(S(=O)(=O)N2CCN(Cc3ccc(F)cc3)CC2)cn1	4%	7%	-4%
COc1ccc(CC(=O)Nc2ccc(S(=O)(=O)N3CCN(C)CC3)cc2)cc1	21%	-4%	-4%

# Looked up above.
# Value for `Nc1nc(SCc2ccccc2[N+](=O)[O-])c2ncn(Cc3ccccc3)c2n1` in FEN1 inhibitor: -11%
# Value for `NS(=O)(=O)c1ccc(NC(=S)NC2CCCCC2)cc1` in TDP1 cell CPT: -12%
# Value for `COc1ccc(CC(=O)Nc2ccc(S(=O)(=O)N3CCN(C)CC3)cc2)cc1` in TDP1 cell CPT: -4%
# Value for `Cc1ccc2nc(-c3ccccc3)cc(C(=O)N3CCN(S(=O)(=O)c4c(C)noc4C)CC3)c2c1` in GCN5L2 inh: -4%
# Value for `CCn1cc(S(=O)(=O)N2CCN(Cc3ccc(F)cc3)CC2)cn1` in FEN1 inhibitor: 4%
# Value for `Cc1ccccc1OCCN1C(=O)c2ccccc2C1=O` in TDP1 cell CPT: -13%

# Carrying on:
molecule	FEN1 inhibitor	TDP1 cell CPT	GCN5L2 inh
CCOc1ccccc1-c1nc(Cn2c(=O)cc(C)c3c(C)nn(-c4ccccc4)c32)c(C)o1	-3%	1%	-9%
CC1CN(C(=O)c2cc3c(=O)n4ccccc4nc3s2)CC(C)O1 (stereo unspecified)	1%	1%	-30%
COc1ccccc1CNC(=O)CCS(=O)(=O)c1cccs1	-4%	-12%	-3%
CCOc1ccc(CN2CCN(Cc3cccn3-c3cccnc3)CC2CCO)cc1 (stereo unspecified)	16%	u	-1%
Cc1nn(C)c(C)c1/C=C/C(=O)c1cccs1	8%	-25%	x
CCCCc1nc2ccccc2n1CC(=O)N(COCC)c1c(C)cccc1CC	3%	u	-7%
O=C(O)C1CSC(c2ccc(O)c([N+](=O)[O-])c2)N1 (stereo unspecified)	6%	3%	1%
Cc1ccc(CSC2=NCCN2S(=O)(=O)c2ccc(F)cc2)cc1	-3%	u	-25%
COc1ccccc1N1CC=C(c2cccc([N+](=O)[O-])c2)NC1=O	-3%	3%	0%
